Source: PubChem (several laboratories)
Fam108B inh = mouse Fam108B serine hydrolase inhibitors, primary screen, counter-screen for RBBP9 inhibitor project, biochemical, fluorescence polarization. recombinant Fam108B, FP-Rh probe fluorescence polarization. inhibition, % at 9.51 µM. 300,000 compounds, 0.33% hits;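 active = inhibition above the screen mean inhibition plus 3 SD, computed separately per campaign, cut at about 18% in these data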;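 also: inhibitors lower polarization as less probe binds the enzyme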
PAFAH1B2 FP inh = PAFAH1B2 enzyme inhibitors, primary screen, biochemical, fluorescence polarization, human | Platelet-activating factor acetylhydrolase IB subunit alpha2 (Homo sapiens), P68402 | recombinant PAFAH1B2, FP-rhodamine activity probe | inhibition, % at 3.39 µM | 340,000 compounds, 1.2% hits | AID 492953, 2010;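 active = inhibition above the mean of all tested compounds plus 3 SD, cut at about 24% in these data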;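 also: 0% = enzyme with DMSO and 100% = wells lacking PAFAH1B2; many of its hits are not listed in these tables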
Target sequence (P68402 whole entry, looked up): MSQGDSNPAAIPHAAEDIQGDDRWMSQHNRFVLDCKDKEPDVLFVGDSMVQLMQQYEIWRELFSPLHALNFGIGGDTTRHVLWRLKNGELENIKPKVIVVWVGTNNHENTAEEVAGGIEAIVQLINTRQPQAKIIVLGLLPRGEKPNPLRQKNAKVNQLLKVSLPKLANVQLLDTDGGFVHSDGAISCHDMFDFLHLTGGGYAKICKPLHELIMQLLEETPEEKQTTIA
pPAFAH inh = pPAFAH enzyme inhibitors, primary screen, biochemical, fluorescence polarization, human | recombinant pPAFAH, FP-rhodamine probe fluorescence polarization | Platelet-activating factor acetylhydrolase (Homo sapiens), Q13093 | 330,000 compounds, 1.5% hits | inhibition, % at 3.39 µM;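 active = inhibition above the mean inhibition across the screen plus 3 SD, cut at about 25% in these data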;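 also: inhibitors block binding of the rhodamine activity-based probe so polarization drops; 0% = enzyme with DMSO and 100% = wells lacking pPAFAH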
BCLXL inh = inhibitors of human Bcl-xL, primary screen, biochemical, fluorescence polarization, HTS; 320,000 compounds, 0.7% hits; GST-Bcl-xL / FITC-Bim BH3 peptide fluorescence polarization; Bcl-2-like protein 1 (Homo sapiens), Q07817; inhibition, % at 10.9 µM;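 active = inhibition above the mean of all tested compounds plus 3 SD, cutoff set per campaign, cut at about 30% in these data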;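 also: 0% = DMSO wells and 100% = unlabeled Bim-BH3 peptide competitor; inhibitors lower millipolarization by displacing the labeled peptide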
GLD-1 TGE inh = GLD-1/TGE RNA complex disruptors, primary screen, biochemical, fluorescence polarization; Female germline-specific tumor suppressor gld-1 (Caenorhabditis elegans), Q17339; purified GLD-1 + fluorescein TGE RNA; inhibition, % at 5.96 µM; 320,000 compounds, 0.44% hits; AID 2280, 2010;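 active = percent inhibition above a per-plate cutoff, the plate mean of test compounds plus 3 SD, cut at about 30% in these data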;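 also: 0% = DMSO wells with GLD-1 and probe and 100% = wells lacking GLD-1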
PME-1 inh = PME-1 inhibitors via competitive probe labeling, primary screen, biochemical, fluorescence polarization, FP-Rh probe, HTS. Protein phosphatase methylesterase 1 (Homo sapiens), Q9Y570. recombinant PME-1. inhibition, % at 5.9 µM. 320,000 compounds, 0.53% hits. AID 2130, 2009;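 active = inhibition above the campaign mean of all compounds plus 3 SD, cut at about 26% in these data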;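 also: competitive labeling of PME-1 active site by serine hydrolase directed probe; 0% = PME-1 with DMSO and 100% = wells lacking PME-1 enzyme; inhibitors block probe labeling so polarization falls and inhibition rises; many of its hits are not listed in these tables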
MEX-5 binding = MEX-5 zinc finger RNA-binding disruptors – biochemical, C. elegans, fluorescence polarization, MLPCN library, primary screen. activity score (negative = inhibition of binding), % at 10 µM. 300,000 compounds, 0.38% hits. Zinc finger protein mex-5 (Caenorhabditis elegans), Q9XUB2. AID 1832, 2009. MEX-5/FITC-TCR2 RNA binding; active compounds read low;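 active = inhibition past about -25% in most replicates, and total fluorescence under double the plate's negative control median, limit read from the data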;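 also: 0% = DMSO and -100% = 5 µM competing unlabeled TCR2 RNA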
AHR act = AHR activators, primary screen, cell-based, luminescence, luciferase reporter, human. AHR-responsive luciferase reporter cells. AID 2796, 2010. 320,000 compounds, 2.5% hits. activation, % at 5 µM. Aryl hydrocarbon receptor (Homo sapiens), P35869; in the data active = activation above about 47%;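 also: 0% = vehicle wells and 100% = reference agonist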
Target sequence (P35869 whole entry, looked up): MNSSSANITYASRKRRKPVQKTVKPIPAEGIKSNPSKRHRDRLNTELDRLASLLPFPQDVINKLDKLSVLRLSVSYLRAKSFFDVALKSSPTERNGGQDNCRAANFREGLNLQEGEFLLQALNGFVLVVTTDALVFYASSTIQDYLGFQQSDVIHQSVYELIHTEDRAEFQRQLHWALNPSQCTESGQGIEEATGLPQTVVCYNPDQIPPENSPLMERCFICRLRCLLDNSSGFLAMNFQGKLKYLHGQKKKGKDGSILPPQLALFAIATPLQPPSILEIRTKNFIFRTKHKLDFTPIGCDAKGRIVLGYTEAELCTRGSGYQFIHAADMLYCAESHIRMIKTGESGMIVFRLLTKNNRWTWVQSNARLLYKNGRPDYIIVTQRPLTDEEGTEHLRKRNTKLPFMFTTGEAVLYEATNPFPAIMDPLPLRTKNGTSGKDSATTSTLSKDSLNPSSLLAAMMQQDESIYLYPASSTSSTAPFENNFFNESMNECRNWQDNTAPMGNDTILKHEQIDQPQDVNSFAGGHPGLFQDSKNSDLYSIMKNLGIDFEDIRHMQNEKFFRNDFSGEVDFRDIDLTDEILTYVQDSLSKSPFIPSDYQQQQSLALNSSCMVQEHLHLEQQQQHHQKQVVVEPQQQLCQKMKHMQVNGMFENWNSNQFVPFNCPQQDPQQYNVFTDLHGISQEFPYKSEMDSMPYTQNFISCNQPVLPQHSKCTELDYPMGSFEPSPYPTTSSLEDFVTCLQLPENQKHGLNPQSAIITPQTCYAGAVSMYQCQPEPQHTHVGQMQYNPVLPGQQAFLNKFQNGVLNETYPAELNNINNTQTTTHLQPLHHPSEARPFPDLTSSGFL
MCL1-BIM inh = inhibitors of MCL1 binding to BIM-BH3, primary screen, biochemical, fluorescence polarization; AID 2057, 2009; 320,000 compounds, 0.68% hits; Induced myeloid leukemia cell differentiation protein Mcl-1 (Homo sapiens), Q07820; GST-MCL1 / FITC-Bim-BH3 fluorescence polarization; inhibition, % at 10.9 µM;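 active = inhibition above the mean inhibition of all tested compounds plus 3 SD, set per campaign, cut at about 40% in these data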;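 also: 0% = DMSO wells and 100% = unlabeled Bim-BH3 peptide control; higher means more loss of mP so more displacement of Bim peptide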
* marks the source's active call; other numbers are inactive results; nt = not tested or not shown.

SMILES	Fam108B inh	PAFAH1B2 FP inh	pPAFAH inh	BCLXL inh	GLD-1 TGE inh	PME-1 inh	MEX-5 binding	AHR act	MCL1-BIM inh
Cc1cc(OCC(=O)N2CCC(C(=O)O)CC2)c2c(C)cc(=O)oc2c1	-0.2	-2.3	-7.4	4.3	-0.7	-3.1	-1.3	-0.5	3.5
COc1ccc(-c2ncccc2O)cc1	-2.1	-0.5	0.9	2.5	5.8	0.5	0.0	0.3	7.2
CC1(NC(=S)Nc2ccc(NC(=S)NC3(C)CCS(=O)(=O)C3)cc2)CCS(=O)(=O)C1 (stereo unspecified)	2.1	nt	0.8	5.4	-2.2	1.2	-0.2	-0.2	8.8
COc1ccc(CCNc2c([N+](=O)[O-])c(=O)oc3ccccc23)cc1OC	0.9	2.8	2.9	2.5	4.9	0.3	2.1	6.7	0.4
Fc1ccc(-c2cnc[nH]2)cc1	-3.0	2.5	-7.3	-12.1	-1.1	-5.3	-1.1	20.4	-17.1
Cc1ccc(S(=O)(=O)N(C)C)cc1NC(=O)C(C)OC(=O)c1cc[n+]([O-])cc1 (stereo unspecified)	nt	2.0	5.1	nt	2.3	nt	nt	1.4	nt
COc1ccccc1NC(=O)CN(c1ccccc1)S(=O)(=O)c1ccccc1	-0.8	0.1	3.5	4.8	5.9	-4.0	-0.8	15.7	5.5
NC(=O)C1CCCN(C(=O)CCCNC(=O)c2ccc(Cl)cc2)C1 (stereo unspecified)	3.8	5.7	-0.8	2.0	3.4	-4.9	-1.3	0.0	2.6
COc1cc2[nH]c(=S)n(C3CCCC3)c(=O)c2cc1OC	-6.0	4.2	-1.1	1.8	-8.5	14.3	-0.4	44.2	-4.9
CCc1cc(=O)oc2cc(C)cc(OCC(=O)NC3CCN(Cc4ccccc4)CC3)c12	-0.9	1.6	1.6	2.4	1.5	-0.6	0.1	1.4	5.6
COc1ccc(CCN(C)S(=O)(=O)c2ccc(Cl)nc2)cc1OC	-0.7	2.1	-4.8	1.8	0.3	-5.0	-1.2	5.4	5.0
CC[C@@]1(C(=O)OC)N[C@H](CN(C)S(=O)(=O)c2ccccc2)[C@@H]2C(=O)N(Cc3ccccc3)C(=O)[C@@H]21	nt	-5.9	6.8	nt	1.0	nt	nt	-1.4	nt
C=CCN(C(=O)CCS(=O)(=O)c1cccc2nsnc12)c1ccccc1	-0.5	3.8	10.7	1.0	-3.5	-0.2	-0.6	2.1	0.1
O=C(Nc1nccs1)c1ccc[nH]c1=O	-0.5	5.1	2.9	3.8	0.2	-3.0	-2.9	1.2	4.3
CCCn1c(SCC(=O)N2CCc3ccccc32)n[nH]c1=O	nt	9.6	1.3	nt	-1.3	nt	nt	7.3	nt
Cc1ccc(SCC(=O)NN=C2CCN(C)CC2)cc1	-0.3	6.2	2.8	5.2	-1.7	-3.0	1.3	1.4	8.0
Cc1ccc(C)c(N2CCN(S(=O)(=O)c3c(C)noc3/C=C/N(C)C)CC2)c1	-5.6	-0.1	-3.0	-58.5	-35.6	-5.6	5.0	-8.2	-80.6
COCC(=O)n1cc(C(=O)OC)c2ccccc21	1.5	1.2	-0.8	4.2	3.8	-0.1	4.2	-0.8	7.2
N#CCCN1CCCc2cc(N=Nc3ccc(C(F)(F)F)cc3)ccc21	1.9	nt	12.7	7.8	6.2	3.8	1.3	10.7	5.0
O=S(=O)(c1ccc(NC(=S)NCc2ccncc2)cc1)N1CCCCC1	2.1	-0.2	-1.3	3.9	9.8	2.1	1.8	-0.9	4.8
O=C(COC(=O)C1CC2CCCC(C1)C2=O)NNC(=O)c1ccc([N+](=O)[O-])cc1 (stereo unspecified)	-0.1	-4.1	2.5	4.0	6.5	-1.0	-3.1	-2.0	0.7
COc1ccccc1-n1cnnc1SC(C)C(=O)Nc1ccc(NC(C)=O)cc1 (stereo unspecified)	1.0	8.3	0.2	-1.8	3.0	-10.3	0.6	1.4	-3.6
CC(/C=N/n1c(-c2n[nH]c3c2CCC3)n[nH]c1=S)=C\c1ccco1	2.0	4.1	11.5	-4.2	-7.2	7.3	0.3	35.5	6.5
O=C(CN1C(=O)c2cccc3cccc1c23)NC1CCCC1	2.3	-0.4	2.2	0.2	-2.5	1.9	-1.4	6.2	-1.6
Cc1ccc(CNC(=O)c2ccc(NC(=O)C3=CSCCO3)cc2)cc1	-6.8	5.5	-0.6	-2.3	2.2	-1.3	-0.2	-2.4	2.4
COc1ccc(/C=C2\CCc3ccccc3C2=O)cc1Cn1nc(C)cc1C	-3.1	9.8	-3.9	-0.7	-3.9	2.9	0.0	-0.8	-8.8
COc1ccc(NS(=O)(=O)c2csc(C(=O)N3CCCC3)c2)cc1	-2.4	4.7	18.4	10.6	2.6	-2.2	1.2	0.2	8.1
CC(C)(C)c1ccc(OCCCN2CCCC2)cc1	-0.5	4.3	1.1	1.5	1.7	0.9	1.5	2.0	4.4
Cc1cc(NC(=O)Nc2ccccc2Cl)no1	-0.6	4.0	0.7	5.8	6.0	-0.4	-0.2	21.7	6.6
O=C1C2C3c4ccccc4C(c4ccccc43)[C@@H]2C(=O)N1c1nc(-c2ccccc2)cs1 (stereo partly specified)	-4.8	-0.3	7.1	2.6	5.3	0.2	1.2	-0.7	-1.7
COCc1c(C(=O)N2CCN(Cc3ccc4c(c3)OCO4)CC2)oc2ccccc12	nt	-0.5	-0.1	3.4	0.8	1.5	nt	0.3	5.3
CC1=NNC(=O)C1CCC(=O)N/N=C/c1ccc(C)cc1 (stereo unspecified)	4.4	nt	3.6	5.3	-1.7	-2.3	1.5	6.8	5.3
O=C(Nc1cccc(C(F)(F)F)c1)c1cc2ncc(Br)cn2n1	0.4	4.7	-3.6	4.2	2.0	-6.0	0.2	-3.3	0.8
O=C([C@H](Cc1ccccc1)N1C(=O)c2ccccc2C1=O)N1CCOCC1	3.7	-6.9	-5.1	4.5	-2.0	2.1	-0.2	-0.2	7.8
CCn1c(SC(C)C)nnc1C1CCN(S(=O)(=O)c2ccc(OC)cc2)CC1	0.3	1.1	4.6	-15.9	-8.7	2.0	-0.5	0.1	-8.7
CCOc1cc(C(=O)N2CCN(c3ccccn3)CC2)cc(OCC)c1OCC	0.1	1.2	-0.4	3.0	-0.9	4.8	-0.1	1.9	6.9
Cc1cccc(NC(=S)N2CCC(NC(=O)c3ccco3)CC2)c1	-2.1	1.8	6.8	2.6	6.1	7.0	-1.2	-0.5	10.8
O=C(CN(C(=O)c1csnn1)c1ccc(F)c(Cl)c1)NC1CCCC1	3.6	5.2	-0.1	7.5	-3.4	-0.5	0.0	1.2	8.9
Cn1c(COc2ccc([N+](=O)[O-])cc2)nnc1SCC(N)=O	-0.7	5.1	3.5	-2.8	1.9	0.1	nt	-2.0	-0.6
CCOc1ccccc1N1CCN(C(=O)c2cc3c(C)cc(C)cc3[nH]2)CC1	2.6	-1.1	9.8	13.1	2.9	1.2	-0.9	35.1	2.5
COc1ccc(NC(=O)CN2CCC3(O)CCCCC3C2c2cc(OC)ccc2OC)cc1 (stereo unspecified)	-0.4	1.3	6.5	11.1	0.5	8.4	-0.2	1.4	6.2
O=C(NC1CCCCC1)NC1CC2CCC(C1)N2C(=S)NCc1ccco1 (stereo unspecified)	18.0	2.5	-0.2	11.9	-5.9	-5.7	0.0	0.8	9.8
CCOC(=O)c1c(N)c(C#N)c2n1CCCC2	-0.8	4.6	-0.6	2.2	-0.8	2.7	2.0	24.5	0.2
COc1ccc(N2CCN(C(=O)CCNC(=O)Cn3ccc4ccccc4c3=O)CC2)cc1	4.1	5.4	2.3	3.0	-2.2	-0.8	1.2	0.5	1.0
CCC(C)NCCOCCSc1ccc(Cl)cc1 (stereo unspecified)	-0.5	16.2	2.5	4.7	-1.3	2.7	-0.8	-0.3	4.9
CC(C)(C)C1CCC(=O)N(CCC#N)CC1 (stereo unspecified)	1.5	4.6	0.7	7.4	3.2	5.5	3.1	0.1	-2.5
COc1cccc(OC)c1C(=O)NC(=S)NNC(=O)[C@H]1C[C@@H]1c1ccccc1	1.1	8.9	11.7	3.1	-4.4	-2.7	1.1	0.1	14.0
COc1cccc(NC(=O)CCN2C(=O)c3ccccc3S2(=O)=O)c1	4.1	1.6	6.2	6.7	-3.1	5.5	1.5	-1.9	2.8
Clc1ccc(C2CC(c3cccs3)n3ncnc3N2)cc1Cl (stereo unspecified)	2.1	3.9	5.0	8.0	5.2	-0.5	3.2	11.7	3.9
NNC(=O)CNC(c1ccccc1)c1cc(Br)ccc1NC(=O)c1ccc(Br)cc1 (stereo unspecified)	-14.0	-0.4	1.2	6.0	-0.2	0.4	4.5	11.7	8.7
Cn1nc(C(=O)Nc2cccc(S(N)(=O)=O)c2)c2ccccc2c1=O	-0.3	-2.1	-3.2	3.7	-1.1	2.6	3.0	4.9	3.3
Cn1nc(C(=O)OCc2ccccc2F)c2ccccc2c1=O	-1.8	3.7	9.1	-7.7	8.4	0.5	-0.6	-1.8	0.0
CCOC(=O)c1c(NC(=O)C2CCCO2)sc(C(=O)OC(C)(C)C)c1C (stereo unspecified)	0.8	-0.8	0.5	0.1	6.8	-4.2	2.3	6.7	3.0
O=S(=O)(c1ccccc1)c1nc(-c2cccs2)oc1NCCCn1ccnc1	-4.7	0.4	3.0	6.1	4.4	6.4	3.6	6.0	1.4
COc1ccc(OC)c(N(CC(=O)Nc2ccccc2C(=O)NCc2ccco2)S(C)(=O)=O)c1	-2.0	4.7	3.8	7.7	4.9	1.6	nt	0.3	2.3
COc1cc(/C=N/NC(=O)CC#N)cc(Br)c1O	0.2	5.5	2.4	-2.9	-7.1	2.1	-1.7	1.1	-8.0
Cc1cccc(C(=O)OCc2cc(=O)oc3c(C)c(C)ccc23)c1O	-0.6	4.5	8.1	3.3	4.1	-5.0	-0.1	-3.7	3.4
COc1ccc(N2CCOCC2)c(NC(=O)COc2cccc(C)c2)c1	-0.7	1.2	6.6	7.5	-0.7	2.2	0.3	2.4	3.5
Cc1ccc(C(=O)NCCn2ccc3ccccc32)cc1[N+](=O)[O-]	5.7	3.4	0.0	3.0	0.0	1.6	-0.2	5.5	5.4
O=C1CCCC(O)=C1N=Nc1cccc(C(=O)O)c1	15.3	16.7	12.4	14.8	-7.4	-13.0	-8.0	0.9	40.3*

The list is partial; count on the stated rates, not on these rows.
